High-throughput results deposited in PubChem BioAssay by Johns Hopkins Ion Channel Center.
KCNK9 block: inhibitors of human KCNK9 two-pore domain potassium channel; HEK293 KCNK9, FluxOR thallium flux fluorescence; hits give low values; 1.2% of 310,000 active; B-score at 10 µM; AID 488922;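 active means ratio B-score over 3 SD below the library mean, with starting fluorescence within 5 SD of its mean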;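 further: negative B-score means less thallium flux so channel inhibition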
Target sequence (Q9NPC2 whole entry, looked up, the tested form may be a part): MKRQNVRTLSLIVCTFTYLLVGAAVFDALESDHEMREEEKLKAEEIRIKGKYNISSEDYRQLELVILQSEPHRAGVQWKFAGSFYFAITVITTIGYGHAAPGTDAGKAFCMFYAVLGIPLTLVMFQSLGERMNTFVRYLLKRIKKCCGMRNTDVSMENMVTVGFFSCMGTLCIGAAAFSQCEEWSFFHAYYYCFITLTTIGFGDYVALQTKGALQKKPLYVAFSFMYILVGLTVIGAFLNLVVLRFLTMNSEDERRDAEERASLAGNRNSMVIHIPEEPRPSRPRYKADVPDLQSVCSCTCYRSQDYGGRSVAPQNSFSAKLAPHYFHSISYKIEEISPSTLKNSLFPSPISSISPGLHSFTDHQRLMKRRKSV
KCNQ1 block: inhibitors of human KCNQ1 potassium channel; CHO-K1 KCNQ1, FluxOR thallium flux fluorescence; hits give high values; B-score at 10 µM; 1.3% of 310,000 active; P51787;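 active means compounds whose thallium flux B-score, printed positive for inhibition, exceeds three library SD while starting fluorescence stays within three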;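 further: channel opened by potassium depolarization with thallium stimulus after 20 min compound exposure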
MrgX1 ag: activates human MrgX1 receptor signaling; 0.44% of 310,000 active; AID 588627; MrgX1-HEK293 cells, Fluo-4 calcium fluorescence, agonist mode; hits give high values; Q96LB2; B-score at 10 µM;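 active means calcium response B-score plate-corrected fluorescence ratio at least 3 library SD, with starting fluorescence B-score inside 5 SD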
Target sequence (Q96LB2 whole entry, looked up): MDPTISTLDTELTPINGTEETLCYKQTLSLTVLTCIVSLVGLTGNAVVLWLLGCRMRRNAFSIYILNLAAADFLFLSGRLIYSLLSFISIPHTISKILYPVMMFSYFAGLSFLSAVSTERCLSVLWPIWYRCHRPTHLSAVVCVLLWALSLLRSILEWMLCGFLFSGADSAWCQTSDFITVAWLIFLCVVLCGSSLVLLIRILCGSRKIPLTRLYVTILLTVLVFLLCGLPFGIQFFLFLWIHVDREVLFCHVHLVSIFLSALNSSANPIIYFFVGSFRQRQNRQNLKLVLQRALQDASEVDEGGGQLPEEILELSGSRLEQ
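Assay system: stable human MrgX1 HEK293 cell line. Quantity: 15,000 cells per well. Schedule: cells plated overnight, dye loaded 0.5 h 37 °C, 0.5 h room temperature. Detection: Fluo-4 NW calcium-flux fluorescence, kinetic read. Read-out basis: peak-minus-minimum fluorescence over baseline, converted to B scores. Control set: positive and negative control wells on each plate.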
hERG rescue: shields human hERG channel from block by proarrhythmic agents; Q12809; CHO-hERG, FluxOR thallium flux, dofetilide IC70 present; activation (rescue from dofetilide block), less the hit threshold, % at 10 µM; 0.51% of 310,000 active;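 active means activation above the mean of controls blocked by dofetilide plus 5 SD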;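 further: thallium influx through hERG after potassium depolarization seen as dye fluorescence rise; in these data hits start at about 4.7%; inactives centre near -7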
KCNK3 inh: human KCNK3 channel inhibition, primary screen; O14649; CHO-KCNK3 thallium flux, FluxOR fluorescence; hits give low values; B-score at 10 µM; 0.84% of 340,000 active; AID 602410;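 active means B-score under library mean minus 4 SD, starting fluorescence ratio at most library mean plus 5 SD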;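 further: more negative B-score means stronger inhibition of thallium flux through KCNK3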
Target sequence (O14649 whole entry, looked up): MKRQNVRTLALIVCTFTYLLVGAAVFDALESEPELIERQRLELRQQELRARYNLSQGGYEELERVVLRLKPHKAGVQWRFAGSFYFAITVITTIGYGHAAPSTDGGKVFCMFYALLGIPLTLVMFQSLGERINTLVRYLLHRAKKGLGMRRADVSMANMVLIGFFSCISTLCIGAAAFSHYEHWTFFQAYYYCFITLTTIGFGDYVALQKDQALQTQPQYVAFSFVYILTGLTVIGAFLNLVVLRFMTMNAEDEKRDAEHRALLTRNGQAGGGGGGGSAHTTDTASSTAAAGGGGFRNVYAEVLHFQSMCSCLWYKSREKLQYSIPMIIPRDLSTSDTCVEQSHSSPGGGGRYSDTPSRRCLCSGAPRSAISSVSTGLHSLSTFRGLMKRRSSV
KCNQ1 pot: potentiators or activators of human KCNQ1 potassium channel. P51787. 0.35% of 310,000 active. CHO-K1 KCNQ1, thallium flux FluxOR fluorescence; hits give high values. AID 2648. B-score at 10 µM;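 active means fluorescence ratio B-score, a plate-corrected score, at least three library SD, with initial intensity B-score within 5 SD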
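Material: CHO-K1 cells stably expressing KCNQ1. Medium: assay buffer for compound exposure, DMSO matched across wells. Reagent: K+/Tl+ depolarizing stimulus. Compound dosing: single-concentration screen. Times: 37 °C overnight plating, 90-min dark dye load, 20-min compound pretreatment. Technique: FluxOR Tl+ flux fluorescence.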
ANO1 activ: mouse TMEM16A channel activation, primary screen | Q8BHY3 | HEK293 TMEM16A/YFP-H148Q/I152L, iodide quench fluorescence; hits give low values | B-score at 10 µM | 0.3% of 340,000 active | AID 623877;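 active means fluorescence-ratio B-score plate-corrected deviation score at least 3 library SD below zero, with starting fluorescence score within 5 deviations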;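 further: channel opened by trigger with iodide after compound preincubation; score built on the fluorescence ratio of max minus min over baseline; more negative score means more quench and so TMEM16A activation or potentiation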
MrgX1 allo act: allosterically activates human MrgX1 receptor signaling; Q96LB2; MrgX1-HEK293, Fluo-4 calcium flux, FDSS; hits give high values; B-score at 10 µM; 0.63% of 310,000 active; AID 588675;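 active means plate-corrected calcium response at least 3 library SD above typical, normal starting fluorescence, not activating the receptor alone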;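 further: compound read alongside a low EC10 to EC30 dose of BAM8-22 agonist; peak minus trough fluorescence over baseline measured at the second addition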
RGS4 inh: human RGS4 inhibition | B-score at 10 µM | HEK293 M3R/RGS4 inducible, Fluo-4 calcium flux; hits give high values; triggered by carbachol at its EC20 | 0.45% of 310,000 active | AID 463165;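 active means B-score, a plate-corrected calcium signal, over three deviations above library mean, with baseline fluorescence within five deviations of library mean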;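 further: RGS4 expression induced by doxycycline in cells with stable M3 receptor; B-score is computed from the integrated fluorescence ratio over baseline after carbachol; higher B-score means a larger calcium signal and so more RGS4 inhibition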
ANO1 block: blocks the mouse calcium-activated chloride channel TMEM16A; HEK293 TMEM16A/YFP iodide influx fluorescence, ionomycin; 1.2% of 310,000 active; normalized B-score (activity score, 25-100; higher = stronger inhibition) at 10 µM; Q8BHY3;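 active means ratio plate-corrected score three or more library SD toward inhibition, starting fluorescence score within five deviations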;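 further: score derived from kinetic fluorescence span divided by baseline fluorescence per well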
RGS4 act: potentiators or activators of RGS4; HEK293 M3R/inducible RGS4, carbachol calcium flux Fluo4; hits give low values; B-score at 10 µM; 0.92% of 310,000 active; AID 463111;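 active means B-score of the integrated calcium signal more than 4 SD below the library mean, with starting fluorescence not abnormally high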;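 further: negative B-score means reduced calcium response which marks RGS4 activation or potentiation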
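Detection: kinetic calcium fluorescence imaging with Fluo4-AM dye, 2 µM / Material: HEK293 cells with stable M3R and inducible RGS4 / Schedule: recording 10 s baseline at 1 Hz, 100 s post-agonist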
Starred values were filed as active, the others as inactive; i = inactive; . = no result given.

Order of results: MrgX1 ag | ANO1 activ | ANO1 block | KCNQ1 block | KCNQ1 pot | KCNK3 inh | RGS4 act | hERG rescue | KCNK9 block | RGS4 inh | MrgX1 allo act
CC(C(=O)O)n1nc(-c2ccccc2)c2ccccc21 (centres undefined)
    i | i | i | i | i | i | i | -11.8 | i | i | i
COc1ccc(Br)cc1CN1CCN(C(=O)c2ccc(OC)c(OC)c2)CC1
    i | i | i | i | i | i | i | -4.0 | i | i | i
COc1cccc(-c2noc(Cn3nc(C(=O)O)c4ccccc4c3=O)n2)c1
    i | i | i | i | i | i | i | -7.8 | i | i | i
CCc1nc2c(c(=O)c3ccccc3n2C)c(=O)n1-c1ccc(F)cc1
    i | i | i | i | i | i | i | -5.7 | i | i | i
Nc1cc(Cl)ccc1Oc1ccccc1
    i | i | i | i | i | i | i | -10.3 | i | i | 20.4*
COc1cccc(OC)c1C(=O)N1CCN(Cc2cccnc2)CC1
    i | i | i | i | i | i | i | -6.9 | i | i | i
Cc1ccccc1-c1n[nH]c(=S)n1Cc1ccccc1
    i | i | i | i | i | i | i | -11.1 | i | i | i
COc1ccc(C(CNC(=O)c2cccc(S(=O)(=O)Nc3ccccc3Cl)c2)N2CCOCC2)cc1 (centres undefined)
    i | i | i | i | i | i | i | -19.4 | i | i | i
Cc1cccc(OCC(=O)Nc2ccc3c(c2)nc(CCN2CCCCC2)n3C)c1
    i | i | i | i | i | i | i | -9.5 | i | i | i
COC(=O)c1cccc(NC(=O)c2nn(C)c(=O)c3ccccc23)c1
    i | i | i | i | i | i | i | -6.4 | i | i | i
OC1CN=C2Sc3ccccc3N2C1 (centres undefined)
    i | i | i | i | i | i | i | 4.6* | i | i | i
CCc1ccc(NC(=O)c2cccnc2)cc1
    i | i | i | i | i | i | i | -11.7 | i | i | i
O=C(Cn1cnc2sc3c(c2c1=O)CCCC3)NCC(=O)Nc1ccccc1F
    i | i | i | i | i | i | i | -2.5 | i | i | i
COc1ccc(C(=O)N/C(=C\c2cccc3ccccc23)C(=O)N2CCN(C)CC2)cc1OC
    i | i | i | i | i | i | i | 9.7* | i | i | i
O=S(=O)(/N=C/N1CCOCC1)c1ccc(Cl)cc1
    i | i | i | i | i | i | i | -10.0 | i | i | i
CC(=O)Nc1ccc(S(=O)(=O)N(C)CC(=O)OCC(=O)N(CC(C)C)C2CCS(=O)(=O)C2)cc1 (centres undefined)
    i | i | i | i | i | i | i | -12.4 | i | i | i
O=C(O)c1cccc(CSc2nc(-c3ccccc3)cc(C(F)(F)F)n2)c1
    i | i | i | i | i | i | i | -17.5 | i | i | i
CC(=O)Nc1ccc(S(=O)(=O)NCc2ccc(C(=O)N3CCOCC3)cc2)cc1
    i | i | i | i | i | i | i | -1.9 | i | i | 7.38*
Cc1ccc(S(=O)(=O)N(C)C)cc1NC(=O)c1ccncc1
    i | i | i | i | i | i | i | -7.0 | i | i | i
CCN1CCN(CC(=O)Nc2cc(C(F)(F)F)ccc2OCCOC)CC1
    i | i | i | i | i | i | i | -10.8 | i | i | i
CC(=O)c1sc(-c2ccccn2)nc1C
    i | . | i | i | i | . | i | -13.4 | i | i | i
CCOc1ccccc1NC(=O)Nn1cnnc1
    i | i | i | i | i | i | i | -5.1 | i | i | i
CCCCCCNC(=O)N[C@@H](C(=O)NCCC[C@H]1CN2C(=NC[C@@H]2Cc2ccccc2)N1CCc1cccc(OC)c1)C(C)C
    i | . | i | i | i | . | i | -16.0 | i | i | i
Cc1cccc(NC(=O)c2cccc(OC(=S)N3CCOCC3)c2)c1
    i | i | i | i | i | i | i | -8.3 | i | i | i
CC1=CC(c2ccccc2)n2nc(N3C(=O)C4CC=CCC4C3=O)nc2N1 (centres undefined)
    i | i | i | i | i | i | i | 0.4 | i | i | i
COc1ccc(C2N3CC4(C)CN2CC(C)(C3)C4=O)cc1OC (centres undefined)
    i | i | i | i | i | i | i | -0.4 | i | i | i
COc1cccc(-c2cc(C(=O)Nc3cccnc3)c3ccccc3n2)c1
    i | i | i | i | i | i | i | -17.6 | i | i | i
Cc1cccc(OCC(=O)Nc2ccc(S(=O)(=O)Nc3cc(C)nc(C)n3)cc2)c1
    i | i | i | i | i | i | i | -2.6 | i | i | i
CCOC(=O)c1nn(-c2ccc(F)cc2)c(=O)cc1OCC(=O)N1CCN(c2ccccc2)CC1
    i | i | i | i | i | i | i | -0.9 | i | i | i
Cc1ccc(C(=O)OCc2c(C)noc2C)cc1NC(=O)c1ccco1
    i | i | i | i | i | i | i | -6.1 | i | i | i
N#Cc1ccc(-n2c(-c3ccccc3)nnc2-c2ccccc2)cc1C#N
    i | i | i | i | i | i | i | -4.8 | i | i | i
O=C(C1CCCO1)N1CCC(O)(c2ccccc2)CC1 (centres undefined)
    i | . | i | i | i | i | i | -4.0 | i | i | i
COc1cc(NC(=O)c2ccc3c(SCC(=O)O)c4c(nc3c2)CCCC4)cc(OC)c1OC
    i | i | i | i | i | i | i | -7.7 | i | i | i
O=S(=O)(c1ccc(C(F)(F)F)cc1)N1CCN(CCc2ccccc2)CC1
    i | i | i | i | i | i | i | -9.0 | i | i | i
CCOc1ccc(C(=O)NCC(=O)NC(C)CCc2ccccc2)cc1OCC (centres undefined)
    i | i | i | i | i | i | i | -12.3 | i | i | i
CC1CCN(C(=O)c2ccccc2NC(=O)c2cccc(S(=O)(=O)N(C)C)c2)CC1
    i | i | i | i | i | i | i | -11.3 | i | i | i
O=C(Nc1ccc2c(c1)OCO2)c1cc(C2CC2)on1
    i | i | i | i | i | i | i | -2.2 | i | i | i
Cc1cccc(NC(=S)NC(=O)/C=C/c2ccco2)c1
    i | i | i | i | i | i | i | -12.2 | i | i | 9.09*
O=C(N/N=C/c1ccccc1)C(=O)N/N=C/c1ccccc1
    i | i | i | i | i | i | i | -2.6 | i | i | i
Cc1ccc(CNC(=O)CN(C)S(=O)(=O)c2cccs2)cc1
    i | i | i | i | i | i | i | -7.2 | i | i | i
CCN(CC)S(=O)(=O)c1cc(NC(=O)COC(=O)c2sc3ccccc3c2Cl)ccc1C
    i | i | i | i | i | i | i | -10.0 | i | i | i
COc1cccc(N2CCN(C(=S)NCc3ccco3)CC2)c1
    i | i | i | i | i | i | i | -15.2 | i | i | i
COc1ccccc1NC(=O)CN1C(=O)CCS(=O)(=O)c2ccccc21
    i | i | i | i | i | i | i | -9.4 | i | i | i
Cc1ccc(-c2cc(C(F)F)nc(NCc3cccnc3)n2)cc1
    i | i | i | i | i | i | i | -5.4 | i | 7.72* | i
CCC(=O)c1ccc(OCC(O)Cn2nc(C)c(C(C)=O)c2C)cc1 (centres undefined)
    i | i | i | i | i | i | i | -6.5 | i | i | i
Nn1c(SC/C=C/c2ccccc2)nnc1-c1cccnc1
    i | i | i | i | i | i | i | -1.1 | i | i | i
CC12CCC(=O)N1C(C(=O)NCCN1C(=O)S/C(=C\c3ccccc3F)C1=O)CS2 (centres undefined)
    i | i | i | i | i | i | i | -16.5 | i | i | i
O=c1cc(CSc2nnc(COc3cccc4ccccc34)o2)c2ccccc2[nH]1
    i | i | i | i | i | i | i | -14.2 | i | i | i
Cc1cccc(-n2cnc(C(=O)O)c2)n1
    i | i | i | i | i | i | i | -5.0 | i | i | i
COc1cccc(NC(=O)C(NC2CCCC2)c2ccccc2)c1 (centres undefined)
    i | i | i | i | i | i | i | -5.4 | i | i | i
COCCOC1CCN(C(=O)C2CCC(=O)N(CCc3ccc(OC)cc3)C2)CC1 (centres undefined)
    i | i | i | i | i | i | i | -5.8 | i | i | i
COc1cccc(S(=O)(=O)N2CCN(C(=O)c3ccco3)CC2)c1
    i | i | i | i | i | i | i | -8.6 | i | i | i
Cc1sc2ncn3c(C)nnc3c2c1C
    i | i | i | i | i | i | i | -8.8 | i | i | i
O=C(Nc1nnc(-c2ccncc2)o1)c1ccccc1
    i | i | i | i | i | i | i | -8.1 | i | i | i
CCCCc1nc2cc(C(=O)N(C)C3CCOCC3)ccc2o1
    i | i | i | i | i | i | i | -6.3 | i | i | i
O=C(Nc1nnc(C2CC2)s1)c1ccco1
    i | i | i | i | i | i | i | -1.0 | i | i | i
O=C(Cc1ccc([N+](=O)[O-])cc1)OCc1c(F)cccc1Cl
    i | i | i | i | i | i | i | 0.4 | i | i | i
Cc1ccc(CONC(=O)c2ccccc2)cc1
    i | i | i | i | i | i | i | -10.7 | i | i | i
Cc1noc(C(=O)Nc2ccc3c(c2)OCO3)c1Cl
    i | i | i | i | i | i | i | -0.3 | i | i | i
COc1ccc(N2C(=NC(=O)CC3CCCCC3)SC3CS(=O)(=O)CC32)cc1 (centres undefined)
    i | i | i | i | i | i | i | -6.6 | i | i | i

(listing goes on)
Order of results: MrgX1 ag | ANO1 activ | ANO1 block | KCNQ1 block | KCNQ1 pot | KCNK3 inh | RGS4 act | hERG rescue | KCNK9 block | RGS4 inh | MrgX1 allo act
CN(C)C(=S)Nc1ccc2c(c1)OCCO2
    i | i | i | i | i | i | i | -3.3 | i | i | i
COc1ccc(-c2noc(CSc3nc(N)c(-c4ccccc4)c(=O)[nH]3)n2)cc1OC
    i | i | i | i | i | i | i | -5.0 | i | i | i
O=C(Nc1ccccc1O)c1nc(Cl)ccc1Cl
    i | i | i | i | i | i | i | -10.4 | i | i | i
O=S1(=O)N=C(Nc2ccc(O)c(CN3CCCCC3)c2)c2ccccc21
    i | i | i | i | i | i | i | -2.6 | i | i | i
CC(=O)c1ccc(S(=O)(=O)Nc2ccc(C(=O)NCC(c3ccccc3)N(C)C)cc2)cc1 (centres undefined)
    i | i | i | i | i | i | i | -11.1 | i | i | i
CC(C)Oc1ccc(NC(N)=O)cc1
    i | i | i | i | i | i | i | -19.6 | i | i | i
CN(C)C(=O)c1cc(-c2ccccc2)no1
    i | i | i | i | i | i | i | -4.9 | i | i | i
CC1(C)NC(=O)N(CC(O)CN2CCCCC2)C1=O (centres undefined)
    i | i | i | i | i | i | i | -15.3 | i | i | i
COc1ccc(N2CCN(C(=O)c3ccc(N4CCCCS4(=O)=O)cc3)CC2)cc1
    i | i | i | i | i | i | i | -3.9 | i | i | i
CC(=O)N1CCN(c2ccccc2NC(=O)c2cccc3c(Cl)cccc23)CC1
    i | i | i | i | i | i | i | -4.1 | i | i | i
